Screening results as filed in PubChem.
LAP4-GFP MLPCN = alters LAP4-GFP fluorescence in TOR pathway yeast screen. 0.34% of 320,000 active. S. cerevisiae LAP4-GFP multiplex, flow cytometry GFP, 3 h; median GFP as percent of DMSO wells. GFP response vs DMSO, % at 10 µM. AID 2023;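 active = GFP response vs DMSO above a set limit, about the screen mean plus 3 SD, cut at about 150% in these data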
JMJD2C inh = human JMJD2C demethylase inhibition; Q9H3R0; AID 2099; inhibition, % at 2.35 µM; 0.069% of 330,000 active; GST-JMJD2C(1-420) H3K9me3 demethylation, DELFIA europium;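 active = more than half of a compound's replicate wells show inhibition beyond 50%, single wells judged on their own value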;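 also: signal counts dimethyl H3K9 product captured on neutravidin plate; 0% = median of DMSO wells and 100% = 0.3 times that DMSO median; strong numbers were not always called active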
VLA-4 inh = inhibition in a human VLA-4 binding assay; P13612; VLA-4 expressing cells, ligand binding flow cytometry; inhibition, % (about 7 µM as worked out from the volumes in the protocol); 0.2% of 330,000 active; AID 2557; in the data active = inhibition above about 50%
Target sequence (P13612 whole entry, looked up): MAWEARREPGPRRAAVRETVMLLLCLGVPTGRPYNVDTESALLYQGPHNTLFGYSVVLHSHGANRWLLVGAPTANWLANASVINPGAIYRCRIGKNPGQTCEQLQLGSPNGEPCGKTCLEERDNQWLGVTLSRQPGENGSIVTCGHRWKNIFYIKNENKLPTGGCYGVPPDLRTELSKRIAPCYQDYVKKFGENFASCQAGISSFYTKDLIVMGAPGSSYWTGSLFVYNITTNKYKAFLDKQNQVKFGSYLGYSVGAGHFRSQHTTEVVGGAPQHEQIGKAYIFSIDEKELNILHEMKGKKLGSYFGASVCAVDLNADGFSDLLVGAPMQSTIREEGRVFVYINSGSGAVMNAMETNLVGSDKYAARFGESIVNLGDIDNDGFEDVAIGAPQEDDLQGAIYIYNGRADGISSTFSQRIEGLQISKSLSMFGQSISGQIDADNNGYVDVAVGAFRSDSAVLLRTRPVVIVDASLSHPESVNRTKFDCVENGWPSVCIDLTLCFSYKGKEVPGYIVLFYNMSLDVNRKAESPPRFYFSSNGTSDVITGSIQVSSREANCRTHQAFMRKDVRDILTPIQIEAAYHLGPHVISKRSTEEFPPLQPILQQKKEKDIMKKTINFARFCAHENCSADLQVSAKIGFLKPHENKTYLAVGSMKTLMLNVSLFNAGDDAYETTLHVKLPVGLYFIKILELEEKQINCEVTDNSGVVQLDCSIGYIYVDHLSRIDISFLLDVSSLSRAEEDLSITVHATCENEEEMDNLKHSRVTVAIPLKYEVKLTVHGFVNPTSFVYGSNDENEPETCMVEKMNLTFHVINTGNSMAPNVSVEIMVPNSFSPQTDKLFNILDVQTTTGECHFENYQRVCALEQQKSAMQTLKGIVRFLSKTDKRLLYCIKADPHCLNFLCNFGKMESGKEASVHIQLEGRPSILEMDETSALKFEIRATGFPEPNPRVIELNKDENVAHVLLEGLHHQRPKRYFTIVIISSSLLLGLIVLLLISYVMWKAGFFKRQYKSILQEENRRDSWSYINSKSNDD
GRK2 inh = human GRK2 inhibition via aptamer displacement. bead flow cytometry, FAM-aptamer displacement from GRK2. inhibition of aptamer binding, % at 10 µM. 0.59% of 330,000 active;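 active = inhibition of aptamer binding above 40%, roughly 3 SD of noise, on plates passing a quality check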;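 also: median bead fluorescence of bound FAM aptamer so fluorescent compounds give negative values; no value below 0 was filed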
AGP1 TOR yeast = alters AGP1-GFP fluorescence in TOR pathway yeast screen. 0.02% of 320,000 active. GFP response vs DMSO, % at 10 µM. S. cerevisiae AGP1-GFP multiplex flow cytometry, 3 h; GFP as percent of DMSO wells;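 active = GFP response relative to DMSO above a set limit, near screen average plus 3 SD, cut at about 150% in these data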;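 also: median GFP channel fluorescence of the gated AGP1 strain per well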
RPL19A TOR yeast = yeast TOR pathway RPL19A-GFP modulation; percent response vs DMSO, % at 10 µM; 0.3% of 330,000 active; S. cerevisiae RPL19A-GFP strain, flow cytometry, 3 h; stronger effect = lower value;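 active = percent response vs DMSO below 50%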;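 also: median channel GFP fluorescence of the barcoded RPL19A-GFP strain; ratio of sample median GFP to plate DMSO average so 100% = DMSO; lower means less RPL19A-GFP as with rapamycin TOR inhibition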
CIT2-GFP yeast = modulators of TOR pathway CIT2-GFP in S. cerevisiae; AID 2029; S. cerevisiae CIT2-GFP strain, flow cytometry, 3 h; 100 means same as DMSO wells; 0.065% of 320,000 active; GFP response vs DMSO, % at 10 µM;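 active = GFP response relative to DMSO above a set limit, near the screen mean plus 3 SD, cut at about 150% in these data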;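 also: ratio of well median GFP fluorescence to mean of DMSO wells on the plate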
MEP2-GFP yeast = modulators of TOR pathway MEP2-GFP in S. cerevisiae; S. cerevisiae MEP2-GFP strain, flow cytometry GFP, 3 h; 100% = DMSO control level; GFP response vs DMSO, % at 10 µM; 0.51% of 330,000 active;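 active = GFP response versus DMSO above a set limit, roughly screen mean plus 3 SD, cut at about 180% in these data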;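 also: median GFP fluorescence of the barcode-gated MEP2-GFP cells per well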
The depositor's hits bear a star; i = inactive; · = not tested or not shown.

LAP4-GFP MLPCN	JMJD2C inh	VLA-4 inh	GRK2 inh	AGP1 TOR yeast	RPL19A TOR yeast	CIT2-GFP yeast	MEP2-GFP yeast	SMILES
88	2	4	0	102	104	104	98	CCCCN(CC(O)COc1cccc(C)c1)CC(O)COc1cccc(C)c1 (centres undefined)
110	5	-8	1	108	114	100	101	CN(C)N1C(=O)CC(C)(c2ccc([N+](=O)[O-])cc2)C1=O (centres undefined)
94	4	-1	4	92	101	94	99	Cc1ccnc2nc(C(=O)OCC(=O)N(Cc3ccccc3)C(C)(C)C)nn12
102	-3	16	5	110	105	108	111	CCOc1cc(CNc2ccccc2)cc(Br)c1OCc1ccc(F)cc1
110	-29	9	0	95	101	94	101	Cc1ccc(C(=O)N2CCN(c3ncccn3)CC2)c(C)c1
97	2	-8	0	104	99	106	107	CCCCN1C(Nc2ccccc2)=NC[C@@H]1CC(C)C
108	-6	-1	94*	99	97	101	100	Cc1ccc(/C=C/C(=O)NCCc2c[nH]c3ccccc23)o1
100	3	0	5	105	96	93	95	Cc1ccc(CN2CCC(N3CCC(C(=O)NCC4CCCO4)CC3)CC2)o1 (centres undefined)
94	1	8	0	94	93	96	99	CCOC(=O)c1nc(S(C)(=O)=O)ncc1N1CCOCC1
109	0	4	0	101	96	92	120	COc1ccccc1CNC(=O)C1CCC(CNc2c(N3CCC(C)CC3)c(=O)c2=O)CC1 (centres undefined)
96	0	-2	0	93	96	91	95	C/C(=N/OC(=O)c1c(-c2c(F)cccc2Cl)noc1C)c1cnccn1
99	-4	6	0	104	104	99	103	Cc1ccc(C(C(=O)NC2CCCC2)N(C(=O)c2csnn2)c2cccc(F)c2)o1 (centres undefined)
102	2	1	1	99	100	94	93	COc1ccc(OC)c(CN2CCN(S(=O)(=O)c3ccccc3)CC2)c1
104	7	2	2	100	97	95	109	O=C(N/N=C/c1ccco1)c1cccc(N2Cc3ccccc3C2)c1
106	-5	3	0	107	91	110	118	Cc1ccc(C)c(/C=C(\C(=O)O)c2ccc(S(=O)(=O)N3CCCCC3)s2)c1
101	-1	4	0	102	100	97	105	O=C(NCc1ccccn1)C1CCN(Cc2cnn(-c3ccccc3)c2-n2cccc2)CC1
89	1	2	3	97	98	93	96	O=C1CSc2ccc(S(=O)(=O)NCc3ccccc3Cl)cc2N1
100	-7	-4	2	98	102	106	104	O=C(CSc1nc2ccc([N+](=O)[O-])cc2s1)NC1CCS(=O)(=O)C1 (centres undefined)
86	-44	1	9	86	105	99	102	O=C(c1ccc(Br)s1)N1CCN(S(=O)(=O)c2ccccc2)CC1
108	-1	5	1	97	99	105	120	Cc1ccc(C(=O)OCC(=O)NCc2ccc3c(c2)OCO3)s1
92	-7	-40	2	92	95	97	84	Cc1ccccc1Cn1nc(C)c(NC(=O)c2ccccc2)c1C
99	7	17	2	97	96	102	104	O=C(c1cc(S(=O)(=O)N2CCOCC2)c(Cl)cc1Cl)N1CCN(S(=O)(=O)c2cccc(F)c2)CC1
101	10	-5	1	111	104	109	108	O=C(Nc1ccc2c(c1)CCC2)c1cnn2c1NC(c1ccco1)CC2C(F)(F)F (centres undefined)
108	1	-5	0	97	95	91	97	Cc1ccc(C(=O)Nc2ccc3c(c2)nc(CCNC(=O)c2ccco2)n3C)cc1
105	-3	-7	0	101	101	95	102	CC1CN(C2CCCCC2)c2nc3c(c(=O)n(C)c(=O)n3C)n2C1 (centres undefined)
88	48	-6	0	88	90	·	98	CC(C)CC1c2[nH]c3ccccc3c2CCN1C(=O)c1cnccn1 (centres undefined)
117	-3	4	2	·	115	113	110	O=C(O)c1cccnc1SC1CC(=O)N(CCc2ccccc2)C1=O (centres undefined)
104	-1	4	3	101	97	94	105	Cn1c(=O)n(Cc2ccccc2Cl)c2ccccc21
97	3	5	3	102	100	96	94	O=C(CS(=O)(=O)c1c[nH]c2ccccc12)Nc1ccc(F)cc1
100	34	17	0	103	102	101	104	Cc1cccc(N2CCN(Cc3oc(CO)cc(=O)c3O)CC2)c1C
93	-12	17	1	105	97	93	99	Cc1ccc(-n2c(O)cnc2Nc2nc(C)cc(C)n2)cc1
95	-8	-9	0	97	99	95	101	COc1ccc(N(C(=O)c2snc(C(N)=O)c2N)C(C(=O)NCC2CCCO2)c2ccc3ncccc3c2)cc1OC (centres undefined)
102	5	4	7	100	106	99	109	CC(C)CNC(=O)[C@@H]1CSC2c3ccccc3C(=O)N21 (some centres undefined)
98	0	29	0	102	99	98	102	COc1ccc(CN2CCNC(=O)C2CC(=O)NC2CCCC2)c(OC)c1 (centres undefined)
98	-3	-5	0	106	111	102	114	O=C(O)c1cc(N=Cc2c(O)c3ccccc3oc2=O)ccc1O
100	-7	8	0	95	101	91	99	COCCCNC(=O)COc1cc(C)c(Cl)c(C)c1
98	-2	-4	2	99	103	101	107	O=C(NCCc1c[nH]c2ccccc12)c1cc(Cl)c2c(c1)OCO2
97	-2	30	1	98	95	88	97	CC1CCC(C(C)C)C(OCC(O)CN2CCN(Cc3ccccc3)CC2)C1 (centres undefined)
73	-7	22	3	92	101	113	104	O=C1OCC(CO)(CO)N=C1NNc1cc(Cl)ccc1Cl
103	i	-5	8	105	103	109	105	CCN(c1ccccc1)S(=O)(=O)c1cc(C(=O)O)ccc1C

Structural class, the entries above with a nitro group on carbon (two)
LAP4-GFP MLPCN	JMJD2C inh	VLA-4 inh	GRK2 inh	AGP1 TOR yeast	RPL19A TOR yeast	CIT2-GFP yeast	MEP2-GFP yeast	SMILES
110	5	-8	1	108	114	100	101	CN(C)N1C(=O)CC(C)(c2ccc([N+](=O)[O-])cc2)C1=O (centres undefined)
100	-7	-4	2	98	102	106	104	O=C(CSc1nc2ccc([N+](=O)[O-])cc2s1)NC1CCS(=O)(=O)C1 (centres undefined)

Next part:
LAP4-GFP MLPCN	JMJD2C inh	VLA-4 inh	GRK2 inh	AGP1 TOR yeast	RPL19A TOR yeast	CIT2-GFP yeast	MEP2-GFP yeast	SMILES
95	15	-6	0	97	94	88	87	Cc1ccc(-c2nc3c(c(=O)c4ccccc4n3C)c(=O)n2Cc2ccco2)cc1
97	7	17	0	88	98	91	94	COc1ccc2oc(C)c(C(N)=O)c2c1
112	2	8	0	115	107	112	110	CC(=O)c1cccc(NC(=O)COC(=O)c2ccc3c(c2)OCO3)c1
108	4	-7	0	103	109	103	116	CCOc1cc(C(=S)N2CCN(C)CC2)ccc1OCC(=O)N1CCCC1
90	6	-2	4	99	97	110	103	O=C(Cn1nc(-c2ccco2)ccc1=O)Nc1cc(C(F)(F)F)ccc1Cl
96	-14	2	1	90	97	88	97	COc1ccc(N(C)C(=O)Cc2c(C(=O)O)n(C)c3ccccc23)cc1
100	2	-13	5	98	103	103	108	Cc1c(C(=N)C(C#N)C#N)c(=N)oc2c1ccc1ccccc12
94	3	-7	2	100	100	102	100	COc1ccccc1-n1c(-c2cn(C)nc2C)n[nH]c1=S
100	3	-5	0	107	109	104	111	CCc1cccc(NC(=O)CCCn2c(=O)[nH]c3ccsc3c2=O)c1
100	4	23	1	96	99	99	100	N/C(=N\OC(=O)c1ccc2c(c1)OCO2)c1ccc([N+](=O)[O-])cc1
97	13	-7	16	101	98	105	102	COCc1cc(C)nc(N/N=C/c2ccc(-c3ccc(C(=O)O)c(Cl)c3)o2)c1C#N
100	10	8	4	100	94	92	106	CN1CCc2c(sc3c2C(=O)NC(c2ccco2)N3)C1 (centres undefined)
98	25	2	0	103	105	101	102	CC1CC(=O)N(c2ccc(C(C)C)cc2)C(=O)C1
95	-4	27	0	100	·	96	107	COc1cc(Cl)ccc1NC(=O)COc1ccccc1C(=O)N1CCN(c2ccc(O)cc2)CC1
91	-3	4	11	94	99	100	92	CCCN(CC(=O)Nc1ccccc1C)C(=O)c1cccc(S(=O)(=O)N2CCc3ccccc3C2)c1
93	4	-1	0	92	91	103	109	Cc1ccc(CN2C(=O)/C(=C\c3ccc(C(=O)NCc4cccnc4)cc3)Oc3ccccc32)cc1
91	13	6	0	95	98	84	111	Cc1cc(NC(=O)COc2ccccc2C)ccc1NC(=O)c1cccs1
104	-18	1	0	102	108	95	105	Cc1cc(=O)oc(C)c1C(=O)Nc1ccc(N(C)C)cc1
84	0	6	3	15	91	77	106	Cc1sc2nc(SCCN(C)C)n(-c3ccccc3)c(=O)c2c1-c1ccc(F)cc1
92	3	13	4	99	98	100	114	COc1ccc(NC(=O)CCc2nnc3ccc(N4CCC5(CC4)OCCO5)nn23)cc1
142	-1	18	1	83	91	70	97	CCCn1c(C2CCCN2c2nc(-c3ccc(C)cc3)cs2)nc2ccccc21 (centres undefined)
110	-12	17	0	91	96	96	101	FC(F)(F)c1ccccc1N/N=C/c1cccnc1
125	-2	0	0	113	101	107	113	O=C(COC(=O)c1ccc2c(c1)OCO2)NC1CCCCC1
94	-5	24	0	101	92	101	83	O=C(CSc1nnc(COc2cccc3cccnc23)o1)N1CCN(C(=O)c2ccco2)CC1
99	-11	3	0	73	100	74	110	COC(=O)C1=C(C)Nc2ncnn2C1c1ccc(OCc2ccccc2)cc1 (centres undefined)
88	-3	2	0	85	89	89	93	CCOc1ccc(OCCSc2nc3ccccc3o2)cc1
94	-4	-1	5	107	113	104	103	Cc1cc(Cl)nc2c(C(C)C)cccc12
100	-1	-2	0	99	100	99	102	CN(C)C(=O)c1cc([N+](=O)[O-])cc([N+](=O)[O-])c1N(C)C
97	4	-1	2	104	101	101	103	Cc1cc(Nc2ccccc2N2CCOCC2)n2ncnc2n1

Compounds from the list above with a cyano group, in the order listed:
LAP4-GFP MLPCN	JMJD2C inh	VLA-4 inh	GRK2 inh	AGP1 TOR yeast	RPL19A TOR yeast	CIT2-GFP yeast	MEP2-GFP yeast	SMILES
100	2	-13	5	98	103	103	108	Cc1c(C(=N)C(C#N)C#N)c(=N)oc2c1ccc1ccccc12
97	13	-7	16	101	98	105	102	COCc1cc(C)nc(N/N=C/c2ccc(-c3ccc(C(=O)O)c(Cl)c3)o2)c1C#N
